From PubChem BioAssay
SMN2 splice up = SMN2 splice variant enhancement; HEK293 SMN2-luciferase splicing reporter, luminescence, 30-36 h; Potency, µM (highest dose often 46.1 µM), without a hit: at the highest dose activity change, positive = activation, hits mostly activators; 2.8% of 210,000 active; AID 1458; further: % of control where 0% means no effect; nearly all actives have a fitted effect of over 55% in size
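HEK293 cells carry an SMN2 […]–luciferase reporter in which exon 7 inclusion puts luciferase in frame. Cells were plated 10-12 h before compound addition, then incubated 30-36 h at 37C. ONE-Glo luminescence was read; sodium butyrate at 4.5 mM final served as control.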
Tau FP inhib = inhibitors of human tau fibril formation; P10636; K18 P301L tau heparin fibrillization, Alexa594 FP, 6 h; Potency, µM (titrated, usually from 57.7 µM), without a hit: top-dose activity, negative = inhibition, most hits filed as inhibitors; 0.39% of 280,000 active; AID 1468; further: on the % scale 0 is the no-effect control and ±100 the full control effect; nearly all actives have a fitted effect of over 55% in size
Target sequence (P10636 561-689 P618L limits assumed): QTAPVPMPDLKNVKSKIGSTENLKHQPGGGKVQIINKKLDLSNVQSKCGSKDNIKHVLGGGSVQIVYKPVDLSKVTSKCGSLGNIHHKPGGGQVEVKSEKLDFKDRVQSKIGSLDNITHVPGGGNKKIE
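Read-out: fluorescence polarization of Alexa 594-labeled tau (0.24 uM), 555 nm excitation, 632 nm emission. Mixtures held 15 uM unlabeled K18 P301L, compound and 20 uM heparin, pH 7 acetate buffer, incubated 6 hr at 37 C.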
HTT aggregate = reduces HttQ103-GFP aggregates in PC12 cells | PC12 HttQ103-GFP aggregates, Acumen cytometry, 40 h | Potency, µM (titrated, usually from 46.1 µM), without a hit: at the top dose activity change, negative = inhibition, most hits filed as inhibitors | 1.1% of 220,000 active | AID 1688; further: on the % scale 0 is the no-effect control and ±100 the full control effect; nearly all actives have a fitted effect of over 60% in size
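PC12/HTTQ103-GFP, ecdysone-inducible; teb 100 nM; cpd qHTS titration; GFP aggregates read on laser cytometer, Ex 488/Em 500-530 nm.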
HTT ATP protect = protects HTT-Q103 PC12 cells, measured by ATP | Potency, µM (series often up to 56.4 µM), without a hit: cytoprotection (ATP increase), usual class: activators | 0.14% of 230,000 active | PC12 HTT-Q103 induced, cytoprotection, ATP luminescence, 40 h | AID 1471;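 further: % of control where 0% means no effect; nearly all actives have a fitted effect of over 45% in size; toxic huntingtin expression switched on by the ecdysone agonist tebufenozide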
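Readout: ATPlite luminescence (ATP level). Model: stable PC12, inducible Htt exon1 Q103-GFP. Inducer: tebufenozide, 100 nM final. Compounds: dose series. No G418 in medium.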
Tau fluor counter = counter-screen for tau fibril formation inhibitors. Potency, µM (titrated, usually from 57.7 µM), without a hit: at the top dose activity change, negative = decrease. 0.93% of 280,000 active. tau K18 P301L Alexa594 fluorescence, heparin fibrillization; further: on the % scale 0 is the no-effect control and ±100 the full control effect; nearly all actives have a fitted effect of over 55% in size
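Human tau K18 P301L (15 uM unlabeled, 0.24 uM Alexa 594-labeled) in 100 mM sodium acetate pH 7 with 20 uM heparin, 6 hr at 37 C. ThT 30 uM added, 1 hr ambient; Alexa 594 FP and total fluorescence read at 555/632 nm.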
ALDH1A1 block = ALDH1A1 (human) enzyme inhibition | P00352 | Purified ALDH1A1, NADH fluorescence, propionaldehyde substrate | Potency, µM (top dose mostly 75.3 µM), inactives show top-dose activity, negative = inhibition, most hits filed as inhibitors | 7.3% of 220,000 active | AID 1030; active means well fitted inhibition curve with a large enough effect, not every such curve was filed as active; inconclusive means small, poorly fitted or top-dose-only effect, or another doubt; inactive means no such curve, though single readings can be large or run the other way;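 further: plate controls were no enzyme wells and a reference inhibitor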
Target sequence (P00352 whole entry, looked up): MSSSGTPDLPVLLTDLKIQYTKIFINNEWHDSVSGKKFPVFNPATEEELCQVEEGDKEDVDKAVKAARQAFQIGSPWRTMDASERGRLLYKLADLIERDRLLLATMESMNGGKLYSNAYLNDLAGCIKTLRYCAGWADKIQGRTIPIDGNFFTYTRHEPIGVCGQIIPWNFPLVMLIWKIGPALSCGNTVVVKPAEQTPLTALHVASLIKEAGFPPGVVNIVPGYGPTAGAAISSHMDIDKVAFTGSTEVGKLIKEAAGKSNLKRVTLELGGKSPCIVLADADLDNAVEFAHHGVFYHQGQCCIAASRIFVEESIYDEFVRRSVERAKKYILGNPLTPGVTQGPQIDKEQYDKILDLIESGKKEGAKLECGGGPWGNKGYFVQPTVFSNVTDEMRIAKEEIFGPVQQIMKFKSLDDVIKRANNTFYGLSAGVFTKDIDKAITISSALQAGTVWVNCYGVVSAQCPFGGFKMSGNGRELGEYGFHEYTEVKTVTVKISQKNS
Tau fibril ThT = tau fibrillization inhibition (ThT binding); P10636; recombinant tau K18 P301L, heparin-induced fibrillization, ThT fluorescence; Potency, µM (top dose mostly 57.4 µM), for the others: at the highest dose activity, negative = inhibition, most hits filed as inhibitors; 2.1% of 270,000 active; AID 1460; further: on the % scale 0 is the no-effect control and ±100 the full control effect; nearly all actives have a fitted effect of over 55% in size
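ThT emission at 510 nm, taken 1 hr after adding 30 uM dye, quantifies aggregates formed when 20 uM heparin acts on human tau K18 P301L for 6 hr at 37 C.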
JMJD2E inh = inhibitors of human JMJD2E histone demethylase | JMJD2E catalytic domain, FDH-coupled NADH fluorescence (FDH is formaldehyde dehydrogenase) | Potency, µM (top dose mostly 57.1 µM), for the others: top-dose activity change, negative = inhibition, most hits filed as inhibitors | 1.6% of 230,000 active | AID 2147; active means well fitted inhibition curve with a large enough effect, not every such curve was filed as active; inconclusive means small, poorly fitted or top-dose-only effect, or another doubt; inactive means no such curve, though single readings can be large or run the other way;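 further: 0% = wells with enzyme and -100% = buffer wells without enzyme; nearly all actives have a fitted effect of over 50% in size; many of its hits are not listed in these tables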
Target sequence (B2RXH2 1-337 limits assumed): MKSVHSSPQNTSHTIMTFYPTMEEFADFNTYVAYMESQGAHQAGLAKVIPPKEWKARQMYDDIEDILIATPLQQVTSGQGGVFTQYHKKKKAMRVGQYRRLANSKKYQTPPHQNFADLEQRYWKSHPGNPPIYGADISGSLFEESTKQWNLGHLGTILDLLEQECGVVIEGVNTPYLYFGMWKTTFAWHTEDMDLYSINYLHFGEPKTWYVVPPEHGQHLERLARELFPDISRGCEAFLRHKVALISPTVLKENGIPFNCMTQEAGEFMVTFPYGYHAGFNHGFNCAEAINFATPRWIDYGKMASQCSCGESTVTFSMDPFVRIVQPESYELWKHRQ
Starred values were filed as active, the others as inactive; ? = inconclusive; . = not tested or not shown; & = joins results of further samples; [ ] = remark or other dose. Unless noted, the call rests on the fitted dose curve; in most records, active means well fitted curve in the direction sought with a large enough effect; inconclusive means small, poorly fitted or top-dose-only effect, or another doubt; inactive means no such curve, though single readings can be large; an effect the other way counts as inactive or inconclusive. Potency means the concentration at half of the fitted maximal effect. Not all compounds are listed. The share of hits here may be higher or lower than overall.

SMILES	SMN2 splice up	Tau FP inhib	HTT aggregate	HTT ATP protect	Tau fluor counter	ALDH1A1 block	Tau fibril ThT	JMJD2E inh
C=CC(N)CCC(=O)O (stereo unspecified)	-14%&0%&0%	3%&-5%&-3%	2%	-14%	-5%&-15%&-6%	-4%&0%&9%	-4%&-8%&-8%	0%&12%
CC(=O)O[C@H]1C(=O)[C@@]2(C)C([C@H](OC(=O)c3ccccc3)[C@]3(O)C[C@H](OC(=O)[C@H](O)[C@@H](NC(=O)c4ccccc4)c4ccccc4)C(C)=C1C3(C)C)[C@]1(OC(C)=O)CO[C@@H]1C[C@@H]2O (stereo partly specified)	-34%&2%[inhibitor]	-3%&-5%	.	-96%[inhibitor]	-22%&-6%	6%&3%	-14%&-7%	4%
CC(/C=C/c1cccc([N+](=O)[O-])c1)=N/NC(=O)c1cccnc1	-18%	-3%	-14%	8%[0.074 µM]	-12%	?	?	6%
CCOC(=O)Cn1nc(C)c(NC(=O)COc2ccc(C)c(C)c2)c1C	-7%	-3%&-10%	14%[9.22 µM]	-4%[10 µM]	-9%&-9%	.	-7%&-1%	13%
CCOC(=O)c1c2n(c3c(NCc4ccccc4)ncnc13)CCCC2	-10%	1%	-9%	-4%	3%	13%	-1%	-3%
O=C1N/C(=N/O)S/C1=C/c1cccnc1	12%	4%	.	.	4%	-12%	11%	11%
O=C(CSc1nnc(COc2ccc3c(c2)CCCC3)o1)Nc1ccc(F)cc1	7%	-2%	-7%	-18%	-2%	-1%	-5%	-3%
COc1ccc(S(=O)(=O)N2CCN(Cc3ccc4c(c3)OCO4)CC2)cc1OC	-9%	-2%	.	.	-6%	.	4%	.
CCn1c(CN2CCCCCC2=O)nnc1SCc1cnc(-c2ccccc2)s1	-36%	0%	-13%	-10%[10 µM]	-2%	7%	-5%	10%
CCn1c(SCC(=O)Nc2ccccc2C(=O)OC)nnc1-c1ccc(N)cc1	-19%	1%	-3%	0%	0%	3%	-9%	2%
Cc1cccc(C)c1N1CCN(S(=O)(=O)N(C)C)CC1	-10%	7%	.	.	-2%	-2%	-14%	?
COC(=O)C1=C(C)NC(=S)N(C(C)=O)C1c1ccccc1 (stereo unspecified)	-22%	-1%	-14%	3%[1.9 µM]	0%	25µM*	-10%	3%
Cc1nc(N2CCOCC2)c2nc(-c3ccccc3)n(CC(C)(C)CN(C)C)c2n1	-1%	4%	.	8%	-2%	?	2%	?
COC(=O)CN(c1nc(C)cc(OC)n1)S(=O)(=O)c1ccccc1	?	-3%	-2%	3%	4%	1%	0%	-3%
N#Cc1c(-c2ccc(C(F)(F)F)cc2)cc(-c2ccccc2)[nH]c1=S	-50%[inhibitor]	12%	-22%	11%[10 µM]	-11%	?	?	6%
Cc1cc(C(=O)NCc2cccs2)ccc1[N+](=O)[O-]	-6%[1.84 µM]	-8%	-7%	?	-11%	-2%	-9%	-1%
C=CCNC(=S)NN=C1CCCCCCC1	10%	-5%	8%	5%[10 µM]	2%	0.89µM*	6%	-13%
CC(C)(O)C#Cc1ccc(C(=O)N2CCC(C(N)=O)(N3CCCCC3)CC2)cc1	4%	6%	-4%	2%[0.074 µM]	11%	6%	3%	-1%
O=C(CSc1ccccn1)Nc1ccc2c(c1)OCO2	.	-3%	7%[9.22 µM]	29%[10 µM]	-6%	.	.	-3%
O=C(CC1C(=O)NCCN1Cc1ccc(-c2ccccc2)cc1)NCC1CCOCC1 (stereo unspecified)	.	-2%	3%[9.22 µM]	11%[10 µM]	12%[2.34 µM]	?	5%	?
CCOc1ncccc1C(=O)Nc1ccc(F)cc1	14%	4%	11%	8%	7%	9%	4%	-9%
CCOC(=O)c1ccc(NCC(O)COc2ccccc2)cc1 (stereo unspecified)	0%	7%	4%	?	?	5%	?	1%
CCOC(=O)c1cnn(CCOC(=O)c2ccccc2F)c1NC(=O)c1ccccc1F	1%	12%	-11%	-8%[10 µM]	-4%	-2%	-4%	13%
COc1ccc(CNC(=S)Nc2ccccc2C)cc1	20%	2%	?	13%	-10%	-6%	-13%	-4%
CCOC(=O)CCCCCN(Cc1ccccc1)S(=O)(=O)c1ccc([N+](=O)[O-])cc1	-8%	14%	-8%	2%[10 µM]	-20%	?	-8%	-5%
The listing continues:
SMILES	SMN2 splice up	Tau FP inhib	HTT aggregate	HTT ATP protect	Tau fluor counter	ALDH1A1 block	Tau fibril ThT	JMJD2E inh
COc1ccc(C(=O)N2CC(=O)Nc3ccc(C)cc3C2c2ccccc2)c(OC)c1 (stereo unspecified)	18%	?	.	.	-14%	.	?	.
CCc1nn2c(-c3ccco3)ccnc2c1-c1ccc(F)cc1	-4%	-16%	.	.	-22%	.	?	.
CCN(CC)Cc1cc(C(=O)O)c(C)o1	.	-15%	-4%[9.22 µM]	?	6%[2.34 µM]	3%	-6%	13%
CC(=O)c1ccc(Nc2cc(C)nc3nc(C)nn23)cc1	3%	0%	13%	-3%	-5%	-4%	-7%	-1%
COc1cccc(NC(=O)N2CCOCC2)c1	-17%	-8%	-14%	-10%	-7%	-1%	-1%	5%
O=C(COC(=O)c1ccc(O)cc1)Nc1cccc(S(=O)(=O)N2CCCCC2)c1	.	?	2%[9.22 µM]	13%[10 µM]	?	.	-2%	-2%
Cc1cccc2cc3c(N)c(C(=O)N4CCc5ccccc54)sc3nc12	-7%	?	?	-32%[10 µM]	?	12%	4.5µM*	3%
CC1(C)C(c2ccco2)=[N+]([O-])C2(CCCCC2=O)N1O (stereo unspecified)	-10%	2%	2%	11%[10 µM]	6%	-9%	1%	-8%
Cc1ccc(OCCOCCn2c(-c3ccc(Cl)cc3)nc3ccccc3c2=O)cc1	-2%	-8%	.	.	-17%	.	-6%	.
O=C(c1cnn2c(C(F)F)cc(-c3ccccc3)nc12)N1CCc2ccccc2C1	.	-13%[2.34 µM]	20%[9.22 µM]	24%[10 µM]	-9%	-13%	-15%	-5%
O=C(N/N=C/c1cc([N+](=O)[O-])ccc1O)c1ccc2c(c1)OCCO2	-96%[inhibitor]	12%	14µM*	25%[10 µM]	-14%	5%	?	25µM*
CN(C)C(CNC(=S)Nc1cccc(Cl)c1)c1ccccc1 (stereo unspecified)	12%	0%	16%	8%	-22%	5%	-5%	-2%
N#C/C(=C1\C(=O)Nc2c(Cl)cc(Cl)cc21)c1nnc2n1CCCCC2	7%	?	11%	2%	-25%	3.5µM*	16µM*	?
CCC1=C2CC[C@H]3C(=O)N(c4ccccc4)C(=O)[C@H]3[C@H]2[C@@]2(C)C(=NCC(=O)OC)OC(=O)N2C1=O	-15%	1%&5%	3%[9.22 µM]	-13%	3%&1%	1%	0%&-2%	-3%&9%
CC(c1ccccc1C(O)c1ccccc1)N(C)C (stereo unspecified)	7%	?	0%	9%	1%	1%	9%	0%
CN(Cc1ncc[nH]1)Cc1cn(-c2ccccc2)nc1-c1ccc2c(c1)OCO2	.	-4%	-30%[9.22 µM]	-14%[10 µM]	-4%	.	0%	?
C=CCSc1nc2ccccc2[nH]1	-12%	4%	-7%	-3%	-4%	1%	-4%	-2%
COc1ccccc1C1CC(=O)Oc2cc(O)ccc21 (stereo unspecified)	.	-2%[81.3 µM]	.	0%[96.6 µM]	-23%[81.3 µM]	?	-11%[81.4 µM]	.
Nc1nnc(SCc2ccc(Cl)cc2)s1	19%	1%	8%	-9%[10 µM]	5%	-12%	10%	-2%
COc1ccnc(CSC(N)=Nc2cccc(C(F)(F)F)c2)c1	-10%	?	27%	.	?	20µM*	18µM*	?
COc1cc(/C=N/NC(=O)c2nonc2N)cc(OC)c1OC	7%	1%	-4%	-21%	-6%	3%	-6%	-22%
CCCCNC(=O)COC(=O)c1ccc(Cl)c(S(N)(=O)=O)c1	3%	-10%	13%	3%	-1%	4%	11%	-1%
Cc1ccc(S(=O)(=O)N2CCN(C(=O)C3CCN(C(=O)c4ccccc4C)CC3)CC2)cc1C	-17%	6%	-22%	19%[10 µM]	-4%	2%	2%	6%
CN(C1CCCCC1)S(=O)(=O)c1ccc2c(c1)c(=O)c(C(=O)NCCc1ccccc1)cn2C	0%	-13%	.	.	-27%	.	-8%	.
O=c1cc(-c2cccc(-c3ccc(C(F)(F)F)cc3)c2)c2cc3c(cc2o1)OCO3	.	-2%[81.3 µM]	.	-61%[inhibitor]	-18%[81.3 µM]	?	-10%[81.4 µM]	.
(next part)
SMILES	SMN2 splice up	Tau FP inhib	HTT aggregate	HTT ATP protect	Tau fluor counter	ALDH1A1 block	Tau fibril ThT	JMJD2E inh
Cc1ccc(SC/C(O)=C(\C#N)c2nc3ccccc3n2C)cc1	?	0%	-23%	-44%[inhibitor][0.074 µM]	-14%	3%	-14%	-20%
O=C(CCSCCc1ccccn1)Nc1ccc(Br)cn1	10%	3%	-15%	1%	-9%	-3%	-8%	8%
CC(C)CC(=O)NS(=O)(=O)c1ccc(N)cc1	6%	-3%	0%	-5%[10 µM]	-11%	10µM*	-5%	0%
O=C1NCCN1C(=O)C12CC3CC(CC(C3)C1)C2	-13%	-3%	5%	-15%	3%	?	4%	2%
Cc1cc(CNCc2c(C(=O)N3CCCCCCC3)nc3ccc(Cl)cn23)nn1C	.	3%	-7%[9.22 µM]	-19%[10 µM]	3%	16µM*	4%	5%
O=C(COc1ccccc1)NCCn1ccc2ccccc21	21%	11%	9%	7%[10 µM]	-8%	3%	-7%	-2%
CC(C)CC(=O)NCCNC(=O)c1cc(OCC(F)(F)F)ccc1OCC(F)(F)F	-12%	13%	18%	25%	-2%	3%	-5%	3%
CC(=O)Nc1ccc(C(=O)OCc2ccccc2Cl)cc1	3%	?	1%	27%[10 µM]	?	-8%	-8%	0%
Cc1ccccc1Nc1c(-c2ccc(O)cc2)nc2c(C)cccn12	-2%	8%	.	.	25µM*[quencher]	.	?	.
CNC[C@H](O)c1cccc(O)c1	-10%&11%	-4%&-2%	8%&-2%	7%	-14%&-9%	-3%&2%	-11%&-6%	-10%
COc1ccccc1C(=O)C1CCCN(C(=O)CN2CCCCC2=O)C1 (stereo unspecified)	.	3%	-1%	-35%	3%	-7%	-8%	-5%
COc1ccc(CC(=O)Nc2nc3ccc(F)cc3s2)cc1S(=O)(=O)N1CCOCC1	-2%	-3%	?	-7%[10 µM]	-22%	20µM*	-12%	-4%
CN=C(Nc1cccc(OC)c1)SC1CC(=O)N(c2ccc(C(=O)O)cc2)C1=O (stereo unspecified)	-27%	-7%	-28%	18%[10 µM]	-2%	4%	3%	8%
